Bioassay records as filed in PubChem.
NPC1 promoter act: NPC1 promoter activation. Huh7 NPC1 promoter luciferase reporter, 24 h. Potency, µM (highest dose often 9.22 µM), for inactives: at the top dose activation, hits mostly activators. 320,000 tested, 2.4% active;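 note: potency is the fitted concentration of half-maximal effect; % of control where 0% means no effect; nearly all actives have a fitted effect of over 60% in size; reporter is driven by a mutant NPC1 promoter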
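Stably transfected Huh7 (NPC1 promoter→luciferase), 1500 cells/well in Opti-MEM + 10% FBS, 2 h settle, then compound 24 h at 37 °C. Luminescence after 10 min with Amplite reagent.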
VP16 counter: inhibits Gal4-VP16 luciferase reporter, ROR gamma counter-screen; Drosophila S2 Gal4-VP16 UAS-luciferase, luminescence, 20 h; Potency, µM (series often up to 53.6 µM), inactives show at the highest dose activity, negative = inhibition, hits mostly inhibitors; 310,000 tested, 3.5% active;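 note: Gal4-VP16 expression switched on by copper sulfate through the metallothionein promoter; potency is the fitted concentration of half-maximal effect; % is set by controls: 0 for no effect and ±100 for the full control effect; nearly all actives have a fitted effect of over 50% in size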
FLuc counter: counter-screen for miR-21 project: firefly luciferase inhibitors or activators; P08659; purified FLuc, Km substrates, luminescence inhibition; Potency, µM (top dose mostly 57.5 µM), inactives show at the highest dose activity change, negative = inhibition, hits mostly inhibitors; 360,000 tested, 6.9% active; AID 588342;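 note: potency is the fitted concentration of half-maximal effect; plate controls were vehicle for no effect and reference inhibitor for full effect; nearly all actives have a fitted effect of over 55% in size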
Target sequence (P08659 whole entry, looked up): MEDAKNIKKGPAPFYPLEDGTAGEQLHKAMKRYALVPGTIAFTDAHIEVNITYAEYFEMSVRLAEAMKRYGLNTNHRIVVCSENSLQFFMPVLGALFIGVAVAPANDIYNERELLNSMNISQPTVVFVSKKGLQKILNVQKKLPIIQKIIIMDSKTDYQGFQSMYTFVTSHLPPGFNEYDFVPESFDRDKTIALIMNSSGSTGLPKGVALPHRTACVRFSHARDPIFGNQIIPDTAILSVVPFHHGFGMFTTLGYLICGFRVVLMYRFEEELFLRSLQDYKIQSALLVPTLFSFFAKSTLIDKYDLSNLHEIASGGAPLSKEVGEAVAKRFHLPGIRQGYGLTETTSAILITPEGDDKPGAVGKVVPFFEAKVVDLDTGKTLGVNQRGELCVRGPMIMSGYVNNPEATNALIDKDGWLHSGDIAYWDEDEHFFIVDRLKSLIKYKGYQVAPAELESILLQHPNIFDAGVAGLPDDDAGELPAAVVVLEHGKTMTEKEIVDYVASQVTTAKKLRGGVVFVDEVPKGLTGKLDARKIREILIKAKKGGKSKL
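Biochemical qHTS of compounds, final roughly 60 µM downward over six points, against 10 nM purified firefly luciferase using Km concentrations of substrates (10 uM D-luciferin, 10 uM ATP) in Tris acetate pH 7.5 buffer; luminescence output.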
uPA generation: blocks generation of uPA at the cell surface; cell surface uPA generation assay, qHTS; Potency, µM (titrated, usually from 38.3 µM), without a hit: top-dose activity change, negative = inhibition, most hits filed as inhibitors; 330,000 tested, 0.31% active; active = well fitted inhibition curve with a large enough effect; inconclusive = small, poorly fitted or top-dose-only effect; inactive = no such curve, though single readings can be large or run the other way; tested in mouse RAW 264.7 cells; note: potency is the fitted concentration of half-maximal effect; % is set by controls: 0 for no effect and ±100 for the full control effect; nearly all actives have a fitted effect of over 55% in size
Giardia kill: Giardia lamblia killing; Giardia lamblia trophozoite viability; activity change, % at 7.66 µM, hits read low; 340,000 tested, 0.15% active; AID 540267; in the data active = activity change below about -80%; inconclusive = between about -30% and that limit;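 note: parasites exposed to compound for two days anaerobically before the ATP read; % is set by controls: 0 for no effect and ±100 for the full control effect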
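Luminescent ATP signal served as the viability read-out, measured 15-30 min after adding ATP detection reagent to trophozoites that had been incubated with compounds for 48 hrs at 37 deg C anaerobically at 100 cells/well.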
KCNH2 3.1 inh: KCNH2 3.1 (human) potassium channel inhibition; U2OS KCNH2 3.1, thallium flux FluxOr; stronger effect = lower value; AID 720553; activity change, % (tested at about 1.8 µM); 340,000 tested, 0.95% active;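 active = maximum activity change below -70%; inconclusive = maximum activity change from -70% to -50%; inactive = maximum activity change above -50%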;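 note: thallium influx rate constant from kinetic fluorescence after stimulation buffer; % is set by controls: 0 for no effect and ±100 for the full control effect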
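Normalized rate constant (relative to positive and negative DMSO controls) derived from a 2 min kinetic fluorescence read after stimulation; U2OS cells expressing the 3.1 isoform via virus at 1.77 x 10^8 /mL.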
Rab9 prom act: activates the Rab9 promoter; AID 485297; Huh7 Rab9 promoter-luciferase reporter, luminescence, 24 h; Potency, µM (highest dose often 9.22 µM), for the others: at the top dose activation, negative = inhibition, hits mostly activators; 320,000 tested, 2.8% active; note: potency is the fitted concentration of half-maximal effect; % of control where 0% means no effect; nearly all actives have a fitted effect of over 60% in size
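Huh7 cells stably carrying Rab9 promoter–luciferase reporter, plated 1500 cells/well, compound added after 2 h and incubated 24 h at 37 °C; luciferase luminescence then read after 10 min with detection reagent.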
Tb PFK block: blocks T. brucei phosphofructokinase | O15648 | T. brucei PFK, ADP-Glo luminescence | AID 485367 | 330,000 tested, 0.17% active | Potency, µM (series often up to 57.5 µM), without a hit: at the top dose activity, negative = inhibition, usual class: inhibitors;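 note: potency is the fitted concentration of half-maximal effect; 0% = uninhibited 1x PFK enzyme wells and -100% = no-enzyme wells; nearly all actives have a fitted effect of over 60% in size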
Target sequence (O15648 whole entry, looked up): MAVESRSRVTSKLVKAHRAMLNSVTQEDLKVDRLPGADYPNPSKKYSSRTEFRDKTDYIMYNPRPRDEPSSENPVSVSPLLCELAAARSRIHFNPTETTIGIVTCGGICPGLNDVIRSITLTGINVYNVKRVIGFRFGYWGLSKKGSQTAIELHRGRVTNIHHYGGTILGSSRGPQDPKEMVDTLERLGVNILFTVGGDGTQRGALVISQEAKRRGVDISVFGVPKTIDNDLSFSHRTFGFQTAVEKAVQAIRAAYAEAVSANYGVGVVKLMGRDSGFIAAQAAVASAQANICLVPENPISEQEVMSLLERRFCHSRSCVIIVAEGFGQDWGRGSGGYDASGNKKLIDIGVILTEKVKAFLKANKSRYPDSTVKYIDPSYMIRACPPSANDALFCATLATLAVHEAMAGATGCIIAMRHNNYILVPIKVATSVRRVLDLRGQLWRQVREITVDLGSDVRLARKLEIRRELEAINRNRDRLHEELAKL
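Activity is normalized to no-enzyme wells (full inhibition) and 1.25 nM enzyme wells (no inhibition). Reaction: 0.5 mM F6P, 0.1 mM ATP, 45 min RT, ADP-Glo luminescence; concentration-response curves fitted and classed by quality.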
FBPA coupling cs: inhibits coupling enzyme system, counter-screen for aldolase hits; coupling enzyme system counterscreen, AmpLite Red fluorescence; activity change, negative = inhibition, % at 58.2 µM, hits read low; 290,000 tested, 0.67% active; AID 2472; in the data active = activity change below about -30%; note: % is set by controls: 0 for no effect and ±100 for the full control effect
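First, compound is pin-transferred into glyceraldehyde-3-phosphate coupling-enzyme reagent at 57.5 uM final and held 10 min at RT. Next, substrate, coupling system and AmpLite Red are added. After 20 min RT, fluorescence (525/598 nm) is read.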
ELG1 genotoxic: induces genotoxicity in HEK293T cells with luciferase-tagged ELG1; HEK293T ELG1-luciferase reporter, luminescence, 16 h; Potency, µM (highest dose often 46 µM), for the others: at the highest dose activity change, positive = activation, most hits filed as activators; 330,000 tested, 1.3% active; note: potency is the fitted concentration of half-maximal effect; % of control where 0% means no effect; nearly all actives have a fitted effect of over 60% in size
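HEK293T cells expressing luciferase-tagged ELG1 were exposed to compound or DMSO vehicle for 16 hr at 37 °C and 5% CO2. Luciferase activity was then measured with ONE-Glo after 30 min at room temperature.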
RORg inh: blocks mouse ROR gamma transcriptional activity; P51450; Drosophila S2 Gal4-RORgamma UAS-luciferase reporter, 20 h; Potency, µM (titrated, usually from 53.6 µM), inactives show at the top dose activity change, negative = inhibition, usual class: inhibitors; 310,000 tested, 5.4% active; note: potency is the fitted concentration of half-maximal effect; % is set by controls: 0 for no effect and ±100 for the full control effect; nearly all actives have a fitted effect of over 60% in size
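Luciferase reporter read in Schneider cells carrying Gal4-RORγ (mouse) and UAS-Photinus luciferase; cells given compound 1 h before 700 uM copper sulfate induction, then incubated 20 h at ambient temperature.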
* hit, by the source's call; u = inconclusive; x = no result given; [ ] = dose if it differs, or a comment. Unless noted, calls come from the whole dose curve; as a rule, active = well fitted curve in the direction sought with a large enough effect; inconclusive = small, poorly fitted or top-dose-only effect, or another doubt; inactive = no such curve, though single readings can be large; an effect the other way counts as inactive or inconclusive.

SMILES | NPC1 promoter act | VP16 counter | FLuc counter | uPA generation | Giardia kill | KCNH2 3.1 inh | Rab9 prom act | Tb PFK block | FBPA coupling cs | ELG1 genotoxic | RORg inh
CCN(CC)CCNC(=O)Cn1nc(Cc2ccccc2)c2ccccc2c1=O | -2.0% | 2.5% | -0.7% | -2.5% | 0.1 | 10.6 | -9.0% | 3.7% | 0.2 | -0.2% | 10.3%
COc1ccccc1C(=O)Nc1ncc2c(n1)CC(c1ccco1)CC2=O (stereo not given) | -1.5% | 3.4% | u | -1.4% | -10.1 | 6.0 | 3.5% | -28.1% | -9.6 | 2.5% | 22.9%
O=C(NCc1ccco1)c1scc2c1OCCO2 | -4.4% | -5.0% | 0.8% | 4.3% | 14.6 | 2.1 | 0.1% | -0.6% | 3.3 | -2.9% | 18.3%
CCOC(=O)C1CCCN(CC(O)COCc2ccccc2OC)C1 (stereo not given) | -2.9% | -0.7% | 0.1% | 1.4% | -3.7 | 10.6 | 0.1% | -4.1% | 0.5 | 0.3% | -15.6%
CCOC(=O)c1nnc(-c2ccc(C)cc2)nc1Sc1ccccc1Cl | 0.1% | -16.5% | -2.3% | -2.1% | 6.6 | -3.5 | -4.1% | 3.5% | -10.0 | 0.0% | 27.2%
Cn1c(O)c(N=NC(=O)CNC(=O)c2ccccc2)c2ccccc21 | -4.0% | 5.5% | -1.7% | 0.1% | -1.1 | 10.6 | 0.3% | 3.2% | 1.8 | 9.4% | -19.2%
S=c1[nH]nc(Cc2ccc(Cl)cc2)n1-c1ccc2c(c1)OCCO2 | 2.9% | -20.6% | -10.4% | 5.9% | u | -10.6 | 6.9% | -2.5% | 1.9 | 0.1% | 2.82µM*
COC(=O)c1cc2c(cc1N)OCCO2 | -1.5% | 26.2% | -19.7% | x | -10.3 | -2.4 | -1.6% | 0.3% | -25.5 | 4.4% | -22.3%
Cc1ccccc1-c1noc(-c2cccs2)n1 | u | -9.8% | 7.57µM* | -16.5% | -12.9 | -0.6 | 2.82µM* | -0.4% | 2.6 | u | 13.0%
NC(=O)c1sc2cc(C(F)(F)F)cnc2c1-c1ccccc1 | -4.9% | -17.4% | -0.5% | -2.6% | -19.3 | -4.1 | -0.8% | 0.6% | 0.5 | 5.2% | 25.3%
Cc1[nH]c2ccccc2c1SCc1nnc(SCc2ccc(Cl)cc2)n1C | 2.2% | -6.2% | 1.3% | 2.0% | 30.9[activator] | -33.2 | -3.6% | 0.4% | 7.5 | -17.0% | 12.3%
c1ccc(-c2ccccc2OCCOCCN2CCCCC2)cc1 | 0.0% | -8.6% | 0.9% | -4.0% | -8.0 | -1.5 | -7.0% | -1.7% | 0.7 | -6.7% | -1.0%
CC1=CC(C)(C)n2c(O)c(N=N)c3c(C)ccc1c32 | -0.3% | -27.3% | -8.9% | -1.1% | -3.8 | -15.4 | -2.4% | 3.8% | 0.2 | 2.1% | -2.8%
COc1ccc(CC(=O)c2c(O)cc(O)cc2O)cc1OC | 6.6% | 9.8% | u | x | -6.8 | 2.4 | -2.7%[1.84 µM] | -3.9% | 15.4 | 12.7% | -2.3%
Cc1ccc(/C=C2/NC(=O)[C@H](C)NC2=O)cc1 | 20.7% | -3.3% | u | 6.5% | -3.3 | -12.1 | 18.7% | 0.8% | 0.6 | 11.0% | -26.6%
COc1ccc(-c2nc(Cn3c(SCc4ccccc4F)nc4ccncc43)c(C)o2)cc1 | 4.4% | -2.1% | -13.8% | 1.5% | -4.1 | -108.9* | 12.4% | -9.7% | 0.6 | u | -40.0%
COC(=O)c1cc2ccsc2n1Cc1ccccc1F | 0.6% | -15.9% | -1.0% | 4.8% | 6.1 | 27.8 | -4.9% | 6.8% | 0.1 | 0.4% | 16.4%
O=C(Cn1nc(Cc2cccnc2)c2ccccc2c1=O)N1CCN(C(=O)c2ccco2)CC1 | 0.7% | 0.6% | 0.3% | 3.6% | -11.5 | 2.7 | -0.2% | 4.0% | 4.7 | 1.2% | -15.2%
CCS(=O)(=O)c1ccccc1C(=O)NC1CCCc2ccccc21 (stereo not given) | -3.5% | 5.0% | -2.4% | -5.5% | 0.6 | 18.9 | -1.7% | -0.3% | 1.7 | -8.9% | -10.6%
O=C1COc2ccc(N3C(=O)C=CC3=O)cc2N1 | -5.3% | 10µM* | u | x | x | x | -12.5% | u | 5.1 | -8.1% | 6.31µM*
C=CC(=O)NC1CC2CCC1(C)C2(C)C (stereo not given) | 1.8% | 0.6% | -2.4% | -0.7% | -6.9 | 20.1 | 0.4% | 0.5% | 1.8 | -0.8% | 6.1%
O=C(CCCn1nnnc1CN1CCOCC1)N1CCC(c2ccccc2F)C1 (stereo not given) | 0.5% | 0.2% | 1.2% | -10.0% | -3.7 | 0.7 | -4.7% | 0.3% | 2.3 | 5.6% | -16.0%
CN(C)C/C(Cl)=C(\Cl)c1ccccc1 | -0.6% | -0.2% | u | 1.0% | 5.8 | 8.1 | -0.8% | 0.6% | -0.1 | -0.3% | 4.2%
CSCCNCc1cn(-c2ccc(F)cc2F)nc1-c1ccccc1C | -0.5% | -5.0% | 1.5% | -0.2% | 9.0 | -6.8 | 2.2% | -1.0% | 3.7 | -3.6% | -0.6%
CC(C)n1nc(C(=O)Nc2ccc3c(c2)OCO3)c2ccccc2c1=O | 12.2% | x | u | 14.3% | -4.8 | -3.5 | 18.3% | -2.2% | x | 17.3% | x
Cc1cc(O)c(C(C)C)cc1NC1=NS(=O)(=O)c2ccccc21 | -1.4% | 1.1% | -1.1% | -0.3% | 0.4 | -22.5 | -4.6% | 0.3% | -4.0 | -2.9% | 19.7%
CCCn1c(=O)n(C)c(=O)c2c(SCC(=O)NC34CC5CC(CC(C5)C3)C4)nc(CC(C)C)nc21 | 0.0% | -3.6% | 2.1% | -0.8% | -20.9 | -0.4 | -0.3% | -6.4% | -1.1 | -11.6% | -15.4%
Cc1ccc(C)c(OCCC(=O)NCCc2ccc(Cl)cc2)c1 | 0.2% | -1.6% | 2.9% | 7.4% | 4.4 | -2.3 | -3.4% | 1.7% | x | -3.9% | 16.1%
Cc1ccc(S(=O)(=O)N2CCC(C(=O)Nc3nnc(C)s3)CC2)cc1 | 1.3% | -2.4% | -1.1% | 0.7% | -9.4 | 14.6 | -1.2% | -0.8% | 0.2 | -1.9% | -14.0%
CCc1ccc2c(COC(=O)c3n[nH]c4ccccc34)cc(=O)oc2c1 | u | -19.4% | 5.36µM* | -0.1% | -3.7 | -4.6 | u | -6.3% | 0.9 | u | 6.9%[10 µM]
COc1ccc(C(=O)Nc2sc(C(=O)N(C)C)c(C)c2C#N)cc1[N+](=O)[O-] | -1.1% | 15.8µM* | u | -4.0% | -2.8 | 4.4 | 1.6% | 4.3% | -2.1 | -4.7% | u
Cc1cc(C)cc(NC(=O)CSCc2cnn(-c3ccccc3)c2-n2cccc2)c1 | 3.8% | 14.8% | 0.9% | 5.7% | -8.7 | 0.2 | -8.5% | -2.7% | -4.0 | -11.5% | 12.1%
CCc1nnc(SCC(=O)NC2CCCCC2)nc1CC | -0.4% | 10.1% | -3.2% | 9.2% | 6.2 | 23.7 | -3.3% | 0.0% | 5.9 | 1.6% | 29.8%
Fc1ccc(-c2nc(-c3cccs3)[nH]c2-c2ccc(F)cc2)cc1 | 0.8% | -16.9% | -4.6% | -6.7% | -2.0 | 10.7 | -1.2% | -1.3% | -0.4 | -5.1% | -25.8%
CC(Nc1nc(N2CCNCC2)nc2ccccc12)c1ccccc1 (stereo not given) | -0.7% | 2.2% | 0.2% | -5.0% | -84.0* | -17.0 | 4.0% | 1.5% | 1.2 | -2.6% | -36.5%
COc1ccc(S(=O)(=O)N2CCOCC2)cc1C(=O)Nc1nc2ccccc2s1 | -5.3% | 1.4% | 2.7% | 8.4% | 16.2 | -1.1 | -0.1% | 0.8% | -2.0 | -5.5% | -12.9%
Cc1ncoc1C(=O)N1CCCC(C(=O)Nc2cccc(-c3ccc(F)cc3)c2)C1 (stereo not given) | -0.7% | u | u | -11.0% | -5.1 | -33.8 | 3.2% | 2.8% | x | -10.1% | 36.3%
O=[N+]([O-])c1ccc(OCc2n[nH]c(=S)n2-c2ccccc2)cc1 | 1.0% | u | 3.3% | -3.0% | 22.6 | 1.8 | 0.4% | -3.9% | -1.3 | -8.0% | 0.316µM*
